Bioassay records (PubChem BioAssay)
CXCR6 block: CXCR6 receptor inhibitors, primary screen, cell-based, beta-arrestin, luminescence, CHO-K1 PathHunter, 1536-well. C-X-C chemokine receptor type 6 (Homo sapiens), O00574. inhibition, % at 20 µM. 360,000 compounds, 0.36% hits; in the data active = inhibition above about 34%, passing the limit was not always enough;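 note: antagonist mode with CXCL16 agonist at 10 nM final; 0% = 10 nM CXCL16 with DMSO and 100% = unstimulated wells without agonist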
CCR6 antag: CCR6 receptor antagonists, primary screen, cell-based, CHO-K1, luminescence, beta-arrestin, uHTS. C-C chemokine receptor type 6 (Homo sapiens), P51684. CHO-K1 CCR6 PathHunter beta-arrestin, CCL20-stimulated. inhibition, % at 20 µM. 340,000 compounds, 0.49% hits;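 active = compounds whose inhibition of the agonist-driven luminescence signal at 20 µM reaches about 50%, limit read from the data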;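 note: cells stimulated with CCL20 at 14 nM final; plate controls were DMSO with CCL20 for no effect and DMSO without agonist for full effect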
Gli-Sufu antag: Gli-Sufu pathway antagonists, primary screen, luciferase luminescence, Sufu-KO-LIGHT cells, uHTS; inhibition, % at 5 µM; 340,000 compounds, 0.74% hits; Sufu-KO-LIGHT fibroblasts, Gli luciferase reporter luminescence;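 active = inhibition above about 55%, limit read from the data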;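 note: 0% = DMSO-treated cells and 100% = wells with medium but no cells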
EBI2 antag: EBI2 receptor antagonists, beta-arrestin recruitment, primary screen, cell-based, luminescence, 7a,25-OHC stimulation, uHTS; inhibition, % at 5 µM; 360,000 compounds, 0.81% hits; G-protein coupled receptor 183 (Homo sapiens), P32249; 7a,25-OHC stimulated; in the data active = inhibition above about 38%;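 note: enzyme fragment complementation signal reports receptor beta-arrestin coupling in cells; 0% = agonist plus DMSO wells and 100% = wells without agonist; some results beyond the cut were filed as inactive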
Target sequence (P32249 whole entry, looked up, the tested form may be a part): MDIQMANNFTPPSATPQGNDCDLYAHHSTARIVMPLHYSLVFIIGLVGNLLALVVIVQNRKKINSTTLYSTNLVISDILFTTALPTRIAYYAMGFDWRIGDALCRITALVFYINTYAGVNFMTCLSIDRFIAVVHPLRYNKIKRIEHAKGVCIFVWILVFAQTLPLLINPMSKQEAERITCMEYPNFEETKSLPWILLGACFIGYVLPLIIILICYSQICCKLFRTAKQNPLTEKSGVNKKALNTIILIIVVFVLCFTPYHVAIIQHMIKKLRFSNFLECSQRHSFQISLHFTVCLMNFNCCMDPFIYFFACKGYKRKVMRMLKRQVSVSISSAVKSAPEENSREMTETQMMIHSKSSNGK
APJ antagonist: antagonists of human apelin receptor APJ, primary screen, CHO-K1 cells, beta-arrestin complementation, luminescence | inhibition, % at 20 µM | 330,000 compounds, 0.32% hits | AID 2521, 2010 | P35414;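 active = inhibition above about 40% at 20 µM, limit read from the data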;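 note: cells challenged with 10 nM apelin-13 agonist together with compound; plate controls were apelin-13 plus DMSO wells for no effect and DMSO wells lacking apelin-13 for full effect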
Target sequence (P35414 whole entry, looked up): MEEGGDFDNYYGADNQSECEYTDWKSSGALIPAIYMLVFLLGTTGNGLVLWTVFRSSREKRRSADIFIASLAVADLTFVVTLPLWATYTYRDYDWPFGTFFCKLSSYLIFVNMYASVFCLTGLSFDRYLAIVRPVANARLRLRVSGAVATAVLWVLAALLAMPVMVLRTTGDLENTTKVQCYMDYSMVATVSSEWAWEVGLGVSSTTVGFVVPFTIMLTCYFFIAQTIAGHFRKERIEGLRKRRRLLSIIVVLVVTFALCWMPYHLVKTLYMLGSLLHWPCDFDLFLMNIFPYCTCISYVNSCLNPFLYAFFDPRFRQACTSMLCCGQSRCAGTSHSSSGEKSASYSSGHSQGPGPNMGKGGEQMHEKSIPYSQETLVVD
Jurkat NFkB inh: inhibitors of induced NF-kB luciferase reporter, primary screen, TCR NF-kB activation inhibitor project, cell-based, luminescence, uHTS; Jurkat, PMA/ionomycin-induced NF-kB luciferase reporter; inhibition, % at 4 µM; 330,000 compounds, 0.53% hits; in the data active = inhibition above about 50%
697 NFkB inh: inhibitors of PMA/ionomycin-induced NF-kB reporter, 697 cells, primary screen, B-cell NF-kB inhibitor project, cell-based, luminescence, uHTS | 330,000 compounds, 0.33% hits | 697 B-cell NF-kB luciferase reporter, 16 h | inhibition, % at 4 µM; in the data active = inhibition above about 35%
UBC13 polyUb: UBC13 polyubiquitin chain formation inhibitors, primary screen, biochemical, TR-FRET, uHTS | Ubiquitin-conjugating enzyme E2 N (Homo sapiens), P61088 | inhibition, % at 20 µM | 330,000 compounds, 0.47% hits | AID 485273, 2010; in the data active = inhibition above about 45%, passing the limit was not always enough
Target sequence (P61088 whole entry, looked up): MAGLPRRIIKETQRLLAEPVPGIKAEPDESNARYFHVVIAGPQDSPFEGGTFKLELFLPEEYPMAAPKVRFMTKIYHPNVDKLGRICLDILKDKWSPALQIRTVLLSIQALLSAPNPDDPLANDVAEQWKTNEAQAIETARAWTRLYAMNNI
Starred values were filed as active, the others as inactive; / = no result given.

SMILES | CXCR6 block | CCR6 antag | Gli-Sufu antag | EBI2 antag | APJ antagonist | Jurkat NFkB inh | 697 NFkB inh | UBC13 polyUb
COc1ccc(-c2csc(NC(=O)c3cccs3)c2C(=O)O)cc1OC | -7 | 9 | 4 | -2 | -4 | 3 | 4 | -3
CCCCOc1ccc(/C=C/C(=O)OCC(=O)NC2CCS(=O)(=O)C2)cc1OCC (stereo unspecified) | -1 | 5 | -2 | 8 | 2 | 3 | 14 | 8
Cc1ccc(NC(=O)CN(C)C(=O)c2ccc(Cl)c([N+](=O)[O-])c2)cc1 | 8 | -4 | -5 | -9 | -8 | 8 | 6 | 7
CC1Cc2ccccc2N1C(=O)COC(=O)Cc1ccc(F)cc1 (stereo unspecified) | -6 | 5 | -9 | -11 | 30 | 2 | -2 | -3
COc1ccccc1C(=O)Nc1ccccc1N1CCN(C(=O)c2ccc(Cl)cc2)CC1 | 15 | 13 | 5 | 20 | -1 | 9 | -18 | 4
Cc1sc(NC(=O)CSc2nnc(C(C)C)n2C)c(C#N)c1C | 3 | -17 | 56* | 0 | 3 | -6 | 2 | 3
O=C(Nc1nnc(S(=O)(=O)N2CCCC2)s1)c1ccccc1Cl | 4 | 2 | 5 | 1 | -25 | 2 | 14 | -1
Cc1ccc(NC(=O)CNC(=O)N2CC(=O)Nc3ccccc32)cc1F | -6 | 1 | -8 | -4 | -10 | -2 | -2 | 3
COc1cccc(S(=O)(=O)NCc2ccc(C(=O)N3CCN(c4ccccc4)CC3)cc2)c1 | -1 | 0 | 10 | 5 | 13 | 5 | -8 | 2
COc1ccc(C(=O)NCC2CCCCC2)cc1S(=O)(=O)N1CCOCC1 | -3 | 6 | 7 | -1 | 11 | 2 | -17 | -8
O=C(COC(=O)/C=C/c1ccco1)NCc1ccc2c(c1)OCO2 | 4 | 3 | 1 | -8 | 3 | -11 | -15 | -10
CC1(C)CC(=O)C(C=NC2CC(C)(C)NC(C)(C)C2)=C(O)C1 | 2 | 15 | 5 | -6 | 9 | 4 | -10 | -6
CC(C)NC(=O)/C(=N\O)c1ccccc1 | 2 | 7 | -5 | -5 | 0 | 7 | 9 | 6
Oc1c(Cl)cc(Cl)cc1C=Nc1ccc2c(c1)OCCO2 | 10 | -12 | 6 | 3 | 0 | 13 | -12 | -10
N#CC1=C(N)NC(SCC(=O)c2ccc(Cl)cc2)=C(C#N)C12CCCC2 | -2 | 16 | 6 | 5 | 8 | -11 | 8 | 21
CO/N=C/C(C(C)=O)C(=O)Nc1ccc(Cl)cc1Cl (stereo unspecified) | 9 | 0 | -2 | 4 | 12 | 9 | 1 | 5
CC(C)COC(=O)c1ccc(N2C(=O)c3ccccc3C2=O)cc1 | 2 | 4 | 3 | 21 | 7 | -2 | -1 | 6
C=C1CCN([C@@H](C)C(=O)OCc2cccc(C)c2)S(=O)(=O)c2ccccc21 | -2 | 8 | 3 | 13 | -72 | -12 | -12 | 21
COCCCNc1nc(=S)[nH]c2cc(OC)c(OC)cc12 | -6 | 2 | 11 | -8 | 7 | 12 | 17 | 5
C/C(CC(=O)Nc1ccc(Cl)c(C(F)(F)F)c1)=N\NC(=O)c1cccc(O)c1 | -8 | 0 | 2 | -9 | -19 | 8 | -15 | -8
Cc1ccc2c(c1)c1n[nH]c(=S)nc1n2CCc1ccccc1 | 0 | 8 | 14 | 20 | -7 | -46 | -62 | -20
O=C(COc1ccc(Cl)cc1Cl)NC(=O)N1CCOCC1 | 0 | 3 | 0 | -2 | 6 | -9 | 9 | 2
COc1ccccc1Cn1c(=S)[nH]c2cc(C(=O)N3CCN(c4ccccc4OC)CC3)ccc2c1=O | 9 | 10 | 3 | 0 | 23 | 22 | -43 | -17
COc1ccc([C@@H]2CC=C(C(=O)O)[C@H](c3ccc(C(C)(C)C)cc3)N2S(=O)(=O)c2ccc(C)cc2)cc1OC | -3 | -11 | 13 | -1 | 17 | 12 | 3 | -29
CCCc1ccc(-c2cc(C(=O)N/N=C/c3ccc([N+](=O)[O-])o3)c3ccccc3n2)cc1 | 6 | 24 | -53 | -3 | -15 | -13 | -78 | -17

Two entries from above, reformatted:
Every second line gives: CXCR6 block	CCR6 antag	Gli-Sufu antag	EBI2 antag	APJ antagonist	Jurkat NFkB inh	697 NFkB inh	UBC13 polyUb
- CC1Cc2ccccc2N1C(=O)COC(=O)Cc1ccc(F)cc1 (stereo unspecified)
→ -6	5	-9	-11	30	2	-2	-3
- O=C(Nc1nnc(S(=O)(=O)N2CCCC2)s1)c1ccccc1Cl
→ 4	2	5	1	-25	2	14	-1

Other results follow.
SMILES | CXCR6 block | CCR6 antag | Gli-Sufu antag | EBI2 antag | APJ antagonist | Jurkat NFkB inh | 697 NFkB inh | UBC13 polyUb
COC(=O)CC(=O)O[C@H]1C=C[C@@H](NC(=O)OC(C)(C)C)C1 | 3 | 8 | 1 | -2 | / | / | / | /
NC(N)=NN=C(c1ccc(F)cc1)c1ccc(C(F)(F)F)cc1 | -7 | 9 | 57* | -17 | / | / | / | /
O=C1CC2(CCN1)CCN(Cc1ccccc1)CC2 | 3 | -5 | 6 | -6 | / | / | / | /
O=C(N/N=C\c1ccccc1OCc1ccccc1)c1ccco1 | -2 | 18 | 5 | -36 | 9 | -1 | 8 | -11
O=C(Nc1cccc(O)c1)c1ccc(C(=O)c2ccccc2)o1 | -7 | 7 | -13 | -7 | 6 | -75 | 16 | 3
CC(=O)N1CCN(c2ccc(NC(=O)c3cccc(Cl)c3)cc2)CC1 | -3 | -2 | -27 | 0 | 17 | -59 | -66 | -10
CC1(NC(=O)CCc2nc3sc4c(c3c(=O)[nH]2)CCCC4)CCS(=O)(=O)C1 (stereo unspecified) | 4 | / | 10 | 7 | 11 | 8 | 2 | 5
O=C(NCCc1ccc(F)cc1)c1ccc(NS(=O)(=O)c2ccc3[nH]c(=O)[nH]c3c2)cc1 | 2 | 9 | -5 | -8 | 8 | 23 | 18 | 1
O=C1c2ccccc2NC(c2cccc(O)c2)N1NS(=O)(=O)c1ccccc1 (stereo unspecified) | -8 | 2 | 3 | -1 | 1 | 3 | 2 | 14
CCOC(=O)N1CCC(NC(=O)Cn2ncc3c4ccccc4n(C)c3c2=O)CC1 | -5 | 18 | 2 | -8 | / | / | / | /
CCOc1ccc(C(=O)Nc2ccccc2N2CCN(C(=O)c3ccccc3)CC2)cc1[N+](=O)[O-] | 3 | 15 | 9 | 3 | 2 | -21 | 16 | -2
CN(Cc1cnccn1)C(=O)CC1C(=O)NCCN1Cc1cccc(Oc2ccccc2)c1 (stereo unspecified) | -6 | 4 | 6 | -6 | 1 | -2 | -10 | 0
Cc1cc(C(=O)COC(=O)c2ccc[nH]c2=O)c(C)n1-c1ccc(Br)cc1 | -4 | 5 | -20 | -15 | 6 | -9 | -17 | -9
COCCN(C(=S)Nc1c(C)cccc1C)C(C)c1cccnc1 (stereo unspecified) | -5 | 10 | 4 | 0 | -6 | -20 | 0 | -6
COC(=O)COc1ccc2c(-c3cccc([N+](=O)[O-])c3)cc(=O)oc2c1 | 22 | -5 | -1 | -10 | 9 | 9 | 10 | 4
CCC1=C(OC(=O)N(CC)CC)N2C(=O)OC(=NCCc3c[nH]c4ccccc34)[C@]2(Cc2ccccc2)[C@H]2C1=CC[C@H]1C(=O)N(CC)C(=O)[C@H]12 | 1 | 27 | 4 | 15 | 0 | 3 | -2 | 3
COc1ccc(NCc2nnc(SCC(=O)NCc3ccco3)n2-c2ccccc2OC)cc1 | 1 | 3 | -2 | -4 | 1 | 2 | 6 | 2
NC(=O)c1cc(-c2csc(NCCc3ccccc3)n2)ccc1O | -11 | 13 | / | 9 | 17 | 17 | -4 | 18
COc1ccc(C(=O)Nc2cccc(/C=C(/CCC(=O)O)c3nc4ccccc4s3)c2)cc1 | 6 | 15 | -20 | 6 | / | / | / | /
CCCOc1ccc(OCCn2nc(C(=O)O)c3ccccc3c2=O)cc1 | 5 | 9 | -4 | 2 | -2 | -5 | -18 | 2
CCOc1ccc(OCC)c(NC(=O)C2CCN(S(=O)(=O)c3cnc[nH]3)CC2)c1 | 2 | -13 | -6 | 2 | 10 | 4 | 0 | 3
CNCc1nc2ccccc2[nH]1 | -6 | 16 | -5 | -8 | -4 | 0 | -3 | -9
Cc1ccnc2nc(C(=O)OCC(=O)NCCc3ccccc3)nn12 | 2 | 11 | -6 | -3 | -18 | -14 | -2 | -9
O=C(Cc1cccs1)N/N=C/c1ccco1 | -15 | 1 | -5 | -12 | -15 | 2 | 6 | 11
O=C(CC1Sc2ccccc2NC1=O)OCc1cc(=O)oc2cc(O)ccc12 (stereo unspecified) | -21 | -1 | 8 | -6 | 5 | -9 | -6 | 15

Of the compounds above, 2 contain an aryl thioether with sulfur outside any ring:
SMILES | CXCR6 block | CCR6 antag | Gli-Sufu antag | EBI2 antag | APJ antagonist | Jurkat NFkB inh | 697 NFkB inh | UBC13 polyUb
Cc1sc(NC(=O)CSc2nnc(C(C)C)n2C)c(C#N)c1C | 3 | -17 | 56* | 0 | 3 | -6 | 2 | 3
COc1ccc(NCc2nnc(SCC(=O)NCc3ccco3)n2-c2ccccc2OC)cc1 | 1 | 3 | -2 | -4 | 1 | 2 | 6 | 2

Continuation.
SMILES | CXCR6 block | CCR6 antag | Gli-Sufu antag | EBI2 antag | APJ antagonist | Jurkat NFkB inh | 697 NFkB inh | UBC13 polyUb
O=C(CCCN1C(=O)/C(=C/c2ccccc2Cl)SC1=S)NNC(=O)c1cccnc1 | 4 | 16 | -17 | 0 | -37 | -35 | 2 | 10
COC(=O)c1c(NC(=O)CSc2ncn[nH]2)sc(C)c1C | -2 | / | -2 | -5 | -5 | -8 | 15 | 1
Cc1ccc(CCNC(=O)Cc2ccc(NC3=NC4CS(=O)(=O)CC4S3)cc2)cc1 (stereo unspecified) | -6 | 1 | -1 | -8 | 4 | -10 | 12 | 2
CCC(=O)N1c2ccc(S(=O)(=O)CCC(=O)N3CCN(c4ccccc4F)CC3)cc2CC1C (stereo unspecified) | -12 | 0 | 3 | 0 | 12 | -13 | 5 | 3
CCOC(=O)c1c(C)[nH]c(C(=O)CN2C(=O)NC(C)(c3ccc4ccccc4c3)C2=O)c1C (stereo unspecified) | -5 | -9 | -13 | 10 | 6 | 4 | -4 | 7
O=C(/C=C/c1c(Cl)cccc1Cl)N1CCOCC1 | 9 | 21 | -17 | -6 | -19 | -8 | -17 | -4
CC(=O)c1c(O)cc(C)n(Nc2nc(C)cc(C)n2)c1=O | 1 | 6 | -12 | -5 | -1 | 6 | 8 | -21
CC(=O)Nc1ccc(OCC(O)Cn2ccnc2)cc1 (stereo unspecified) | 5 | 4 | -2 | -7 | 4 | -14 | -7 | -8
COc1ccc(OCC(=O)N2CCN(C(=O)c3cccc(F)c3)CC2)cc1 | -6 | 9 | -2 | 81* | -20 | -21 | -2 | -1
COCCNC(=O)/C(C#N)=C/C=C/c1ccccc1 | 10 | 4 | -7 | 0 | -11 | -28 | -17 | -20
CC1CC(=O)c2cnc(NCc3ccco3)nc2C1 (stereo unspecified) | 7 | -5 | -6 | 3 | 11 | 9 | -8 | -3
CCCc1cc(=O)[nH]c(SCC(=O)OCc2ccccc2)n1 | -5 | 13 | -16 | -1 | 6 | 3 | 16 | -2
COc1ccc(OC)c(NC(=O)CCNS(=O)(=O)c2cccs2)c1 | 2 | 9 | 3 | -3 | -12 | -8 | 3 | 9
O=C(CN1CCN(Cc2ccc3c(c2)OCO3)CC1)Nc1cc(S(=O)(=O)N2CCCC2)ccc1Cl | -2 | -7 | 18 | -1 | 9 | 22 | -19 | 7
CCCCc1c(O)nc2ccccn2c1=O | -4 | -4 | 9 | -4 | -7 | 13 | -1 | 5
COC(=O)c1cn(N(C)c2ncc(C(F)(F)F)cc2Cl)c(=O)c2ccccc12 | 0 | 7 | 5 | -8 | 17 | 0 | 0 | 2
O=C(NC1CCCC1)c1ccc(COc2ccccc2Br)o1 | 6 | 24 | 21 | 3 | -2 | -11 | 12 | -2
